Compound activity deposited in PubChem BioAssay by several laboratories.
GPR35 antagonists – inhibition of zaprinast-stimulated GPR35 beta-arrestin translocation – imaging, U2OS, beta-arrestin-GFP, zaprinast agonist, primary screen (AID 2058) | U2OS GPR35 beta-arrestin-GFP translocation imaging, zaprinast antagonism; higher % means a stronger effect | one-dose inhibition, % at 10 µM; IC50 in µM for titrated hits | hit rate 0.052% among 290,000;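 active = inhibition of at least 50% with at least 30 cells and total cytoplasm GFP at most 10,000,000; inconclusive = under 30 cells or total GFP of 10,000,000 plus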
SIAH1 antagonists – blockers of Siah-1 interaction with plectin peptide – biochemical, fluorescence polarization, rhodamine-plectin, uHTS, primary screen (AID 1817); Siah-1 / rhodamine-plectin peptide fluorescence polarization; higher % means a stronger effect; one-dose displacement, % at 20 µM; IC50 in µM for titrated hits; hit rate 0.02% among 290,000;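 active = displacement of at least 50% at 20 µM, with a fluorescence ratio check between 0.3 and a set limit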;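 also: plate controls were Siah plus tracer with DMSO for no effect and tracer alone without Siah for full effect; strong numbers were not always called active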
AID2073 – inhibitors of Mint1-CaV2.2 protein interaction, biochemical, HTRF (AID 2073); HTRF protein-protein interaction, Mint1-CaV2.2; higher % means a stronger effect; inhibition, % at 20 µM; hits with a dose series show IC50 in µM; hit rate 0.19% among 290,000; in the data active = inhibition mostly above about 51%, no sharp cut-off; inconclusive = no clear call, values can overlap the other calls; inactive = mostly below about 53%; also: some results filed as inactive read as strong as hits
HIV fusion peptide – inhibitors of HIV fusion peptide binding, primary screen, biochemical, uHTS, fluorescence dequenching (AID 1986). cell-free peptide binding, fluorescence dequenching, 30 min; higher % means a stronger effect. inhibition, % at 20 µM; hits with a dose series show IC50 in µM. hit rate 0.3% among 290,000; in the data active = inhibition mostly above about 52%, no sharp cut-off; inactive = mostly below about 76%; also: some results filed as inactive read as strong as hits
GPR55 activation – selective activators of receptor GPR55 – imaging, U2OS cells, beta-arrestin-GFP redistribution, primary screen (AID 1961). U2OS GPR55 beta-arrestin-GFP redistribution imaging; higher % means a stronger effect. activation, % at 10 µM; hits with a dose series show EC50 in µM. hit rate 0.048% among 290,000;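 active = activation above 40% with more than 50 cells counted in the well; inconclusive = wells holding fewer than 50 cells, flagged as toxic or sparse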;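 also: U2OS osteosarcoma cells stably expressing GPR55 and beta-arrestin-GFP; plate controls were DMSO negative control for no effect and LPI positive control for full effect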
Dengue-2 NS5 capping – flavivirus cap methylation enzyme inhibition – biochemical, confirmation dose response, primary screen (AID 588689); Dengue-2 NS5 methyltransferase capping enzyme assay, biochemical; higher % means a stronger effect; one-dose inhibition, % at 25 µM; IC50 in µM for titrated hits; hit rate 0.3% among 340,000; in the data active = a potency from the dose series; inconclusive = inhibition above about 29% without an active follow-up result
NTR1 ag – NTR1-driven beta-arrestin-GFP spot formation – imaging, U2OS cells, high content, primary screen (AID 493036) | hit rate 0.17% among 330,000 | agonist mode | activation, % at 20 µM;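 active = activation at or above 40% of the spot to cytoplasm intensity ratio, with at least 20 cells analyzed; inconclusive = wells under 20 cells, flagged as cytotoxic or low count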;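 also: 0% = DMSO without peptide and 100% = 100 nM NTR1 peptide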
Target sequence (P30989 whole entry, looked up): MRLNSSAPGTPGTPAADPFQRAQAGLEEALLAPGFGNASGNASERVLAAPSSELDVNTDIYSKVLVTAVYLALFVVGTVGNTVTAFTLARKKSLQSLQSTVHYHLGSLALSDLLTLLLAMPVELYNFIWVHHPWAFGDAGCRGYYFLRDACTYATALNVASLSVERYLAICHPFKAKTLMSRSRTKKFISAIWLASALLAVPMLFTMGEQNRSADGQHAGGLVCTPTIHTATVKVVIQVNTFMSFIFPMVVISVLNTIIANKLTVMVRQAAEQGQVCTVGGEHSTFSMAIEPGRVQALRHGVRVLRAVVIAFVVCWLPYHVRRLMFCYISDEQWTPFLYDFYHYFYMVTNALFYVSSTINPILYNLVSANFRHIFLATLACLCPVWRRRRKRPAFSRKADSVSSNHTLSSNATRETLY
GPR55 antagonists – GPR55 antagonists blocking LPI-driven arrestin recruitment, primary screen, imaging, U2OS, beta-arrestin-GFP, LPI agonist (AID 2013); inhibition, % at 10 µM; hits with a dose series show IC50 in µM; hit rate 0.13% among 290,000; U2OS GPR55 beta-arrestin-GFP translocation imaging, LPI antagonism; higher % means a stronger effect;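 active = spots per cell inhibited over 60%, with over 100 cells counted and total cytoplasm intensity under 500,000; inconclusive = wells with under 100 cells, flagged as likely toxic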;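 also: U2OS cells stably carrying GPR55 and arrestin-GFP stimulated by 5 µM LPI near EC80; imaged beta-arrestin-GFP aggregate spots per cell after agonist stimulation; plate controls were LPI-stimulated DMSO wells for no effect and DMSO wells without LPI for full effect; some results filed as inactive read as strong as hits; confirmed hits need IC50 under 10 µM and bright autofluorescent wells are also inconclusive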
K1F lysis inhibition – protection from phage-mediated lysis, alamar blue read-out – E. coli UTI89, K1F phage, bacterial capsule biogenesis inhibitors (AID 488966); E. coli UTI89 K1F phage lysis, alamar blue, 2 h; higher % means a stronger effect; one-dose inhibition, % at 100 µM; IC50 in µM for titrated hits; hit rate 0.02% among 340,000;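 active = phage lysis inhibition, versus mean bacterial control, above a set limit; inconclusive = no clear call, values can overlap the other calls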;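 also: capsule biogenesis inhibitors block K1F phage lysis so surviving cells raise fluorescence; higher fluorescence means more inhibition of phage lysis; actives were called in the ten point dose series up to 300 µM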
NTR1 ag cell count 20 µM – further read-out of NTR1 ag, marked with its call; cell count; measured here: cell count, cytotoxicity flag
Dengue-2 NS5 capping pilot replicate – also measured in Dengue-2 NS5 capping; calls as there; inhibition, %; measured here: pilot screen replicate inhibition
* marks the source's active call; other numbers are inactive results; ? = inconclusive; . = no result given; [ ] = remark or other dose.

SMILES	GPR35 antagonists	SIAH1 antagonists	AID2073	HIV fusion peptide	GPR55 activation	Dengue-2 NS5 capping	NTR1 ag	NTR1 ag cell count 20 µM	GPR55 antagonists	K1F lysis inhibition	others
Cc1ccc(NC(=O)NCC2CCN(Cc3cc(C)ccc3Cl)CC2)c(C)c1	3%	0%	5%	1.3%	-0.1%	-2%	12	62	16%	0.2%
CC(=O)Oc1cc(OC(C)=O)c2c(=O)c(-c3ccc4c(c3)OCCCO4)c(C)oc2c1	6%	0%	29%	1.1%	-0.1%	2%	0.5	51	3%	2.6%
COc1cc2c(cc1NC(=O)c1ccc3c(c1)OCO3)oc1ccccc12	6%	0%	21%	-1.4%	0.5%	-1%	4.7	48	8%	0.2%
COC(=O)Cc1cc(=O)[nH]c(/N=C(\N)Nc2ccc(C(C)C)cc2)n1	2%	-4%	0%	-1.3%	0.2%	0%	-0.4	47	6%	0.6%
COc1ccc(Cl)cc1NC(=S)N1CCN(c2ncccn2)CC1	21%	-2%	-10%	-3.4%	-0.2%	-6%	-1.3	85	9%	-0.7%
O=C(NCCc1nc2ccccc2[nH]1)/C(=C/c1ccc2c(c1)OCO2)NC(=O)c1ccc(Cl)cc1Cl	8%	1%	10%	-0.2%	0.0%	-6%	2.3	49	-6%	1.9%
CC(Cc1cccs1)NC(=S)Nc1ccccc1 (stereo unspecified)	0%	5%	-1%	-3.8%	-0.4%	-19%	0.9	75	7%	0.4%
O=C(N/N=C/c1cn(-c2ccccc2)nc1-c1cc2ccccc2o1)c1cccnc1	-20%	1%	24%	0.4%	0.0%	-14%	40*	90*	37%	-0.1%
C[C@@H]1CN(c2nc3nonc3nc2N2CCSCC2)C[C@H](C)O1	-4%	-2%	4%	-0.2%	-0.1%	.	-1.0	38	-5%	.
CC(C)(C)OC(=O)N1CCCC1C(=O)N1CCc2ccccc21 (stereo unspecified)	-2%	-7%	?	-0.5%	0.3%	3%	8.3	88	7%	-0.1%
O=S(=O)(Cc1nc2ccccc2s1)c1ccccc1	-2%	0%	-5%	-0.6%	0.0%	0%	-1.4	48	-6%	0.1%
O=C(/C=C/c1c(F)cccc1Cl)Nc1nc2ccccc2[nH]1	8%	12%	10%	0.2%	-0.2%	-5%	-0.8	46	16%	2.2%
Cn1ccnc1SCc1ccc([N+](=O)[O-])cc1	12%	5%	-8%	-2.4%	-0.3%	-6%	-0.2	83	1%	-0.1%
COc1cccc(-n2c(SCC(=O)N3CCOCC3)nnc2-c2c[nH]c3ccccc23)c1	-16%	-1%	0%	15%	-0.2%	-4%	-1.6	91	-1%	-0.3%
O=C(Oc1ccc(Br)cc1C(=S)N1CCOCC1)c1ccc([N+](=O)[O-])cc1[N+](=O)[O-]	9%	8%	6%	-1.6%	-0.1%	7%	22	41	1%	-0.3%
CCn1nc(C)cc1C(=O)NC1CCCc2c1cnn2-c1ccc(C)c(C)c1 (stereo unspecified)	-4%	-5%	5%	-0.9%	0.0%	2%	0.2	48	-21%	-0.1%
Cc1ccccc1NC(=O)CSc1nnc(C2CC2)n1CC1CCCO1 (stereo unspecified)	10%	3%	7%	0.7%	-0.2%	3%	-0.3	46	13%	0.2%
COc1cccc(CN2C(=NC(=O)C3CC3)SC3CS(=O)(=O)CC32)c1 (stereo unspecified)	0%	9%	5%	0.3%	-0.1%	4%	-0.2	66	-4%	0.3%
CCC(Sc1nc2ccncc2[nH]1)C(=O)Nc1ccc(C)c(Cl)c1 (stereo unspecified)	0%	0%	-6%	1.0%	0.7%	-2%	-1.0	66	0%	6.5%
CC(C)(C)NC(=O)CN(C(=O)CNS(=O)(=O)c1ccc(Cl)cc1)c1ccc2c(c1)OCCO2	-6%	4%	-2%	1.0%	-0.2%	-7%	-0.6	49	-12%	0.2%
NC(=O)c1nsc(C(=O)N(c2ccccc2)C(C(=O)NCc2ccc(F)cc2)c2ccc(O)cc2)c1N (stereo unspecified)	19%	0%	9%	-1.9%	1.0%	-12%	0.9	40	4%	0.5%
O=C(NC1CC1)c1scc2c1OCCO2	-21%	4%	-3%	-1.7%	-0.1%	-1%	0.7	58	28%	-1.9%
CCCOc1ccc(CC2CCC(=O)NC2=O)cc1 (stereo unspecified)	-3%	5%	3%	-0.2%	1.5%	-4%	0.4	60	8%	-0.5%
COC(=O)c1ccc(-c2nc3ccccc3[nH]2)cc1	6%	5%	35%	-2.7%	0.4%	-3%	2.4	74	1%	3.8%
Cc1cc(C)nc(N/C(=N\S(=O)(=O)Cc2ccccc2)Nc2ccc(F)c(Cl)c2)n1	-14%	6%	-2%	2.2%	-0.3%	.	8.1	81	5%	1.0%

More records follow.
SMILES	GPR35 antagonists	SIAH1 antagonists	AID2073	HIV fusion peptide	GPR55 activation	Dengue-2 NS5 capping	NTR1 ag	NTR1 ag cell count 20 µM	GPR55 antagonists	K1F lysis inhibition	others
Cc1cc(C)c2c(=O)cc(C(=O)NCc3ccccc3)oc2c1	-7%	2%	38%	-1.6%	0.4%	-4%	-0.6	84	11%	-0.1%
O=C(NCCc1ccc(C(F)(F)F)cc1)C1COc2ccccc2O1 (stereo unspecified)	10%	-6%	6%	-1.4%	-0.2%	-6%	1.6	52	6%	0.1%
COCCNC(=O)C1CC(c2ccc(F)cc2)=NO1 (stereo unspecified)	6%	2%	0%	-3.4%	-0.1%	-8%	-0.1	100	9%	0.7%
COc1ccc(/C=N/N=C2\SC(CC(=O)O)C(=O)N2c2ccccc2)cc1 (stereo unspecified)	2%	-5%	0%	0.4%	-0.3%	-1%	0.3	64	-3%	2.1%
c1ccc(Oc2cccc(OCCCCSc3ncccn3)c2)cc1	-10%	4%	7%	-3.2%	0.3%	3%	3.0	56	18%	1.0%
CC(c1ccccc1)N1CC(C(=O)Nc2nccs2)CC1=O (stereo unspecified)	-13%	-1%	2%	0.7%	0.5%	1%	0.3	51	-6%	0.3%
CC(C)[C@H](NC(=O)[C@@H]1CSC2c3ccccc3C(=O)N21)C(=O)NC1CCCCC1 (stereo partly specified)	-2%	6%	6%	2.2%	-0.1%	-4%	0.5	77	12%	-0.1%
CCOc1ccccc1/C=C(/NC(=O)c1ccccc1)C(=O)NCC(=O)O	15%	-2%	0%	1.0%	-0.1%	-9%	0.4	70	-3%	0.4%[50 µM]
Cc1ccc[n+](CC(=O)Nc2cc(C(F)(F)F)ccc2Cl)c1	12%	-2%	-2%	0.8%	0.4%	3%	-0.6	44	-3%	2.1%
O=C1CN(C(=O)CCCc2c[nH]c3ccccc23)c2ccccc2N1	-4%	3%	5%	5.8%	-0.3%	1%	3.7	50	-11%	3.5%
Cc1cc2oc(=O)cc(CN3CCCCC3)c2cc1C(C)C	-4%	4%	-5%	1.2%	-0.2%	-8%	3.1	93	26%	9.2%
COc1ccc(CNC(=O)C(=O)NCC2OCCN2S(=O)(=O)c2ccc3c(c2)OCCO3)cc1 (stereo unspecified)	-5%	8%	2%	-0.9%	0.1%	-1%	-0.2	68	11%	2.8%
CC1=CC(C)C2(CO)COC(c3cccnc3)C1C2C (stereo unspecified)	-9%	-5%	-4%	0.1%	0.6%	-4%	2.1	84	-5%	0.1%
C=CCn1c(C)cc(C(=O)COc2ccc(S(=O)(=O)N3CCCC3)cc2[N+](=O)[O-])c1C	7%	0%	-8%	15%	0.1%	4%	-1.0	57	5%	5.1%
CC(=O)Nc1ccc2nc(NC(=O)c3ccc([N+](=O)[O-])s3)sc2c1	0%	92%	24%	-0.9%	0.3%	.	0.8	37	1%	.
Cc1onc(-c2ccccc2)c1C(=O)Nc1ccc(C(=O)N2CCCCC2)cc1	-2%	-4%	5%	1.4%	-0.2%	2%	-1.1	49	-1%	-0.1%	Dengue-2 NS5 capping pilot replicate=1.2
CCOC(=O)/C=C/C(=O)OCC(=O)N1CCN(C(=O)c2ccco2)CC1	1%	2%	3%	2.8%	0.0%	3%	-0.5	80	19%	1.1%[50 µM]
CCOC(=O)N1CCN(Cc2nc(-c3ccc(C)cc3)no2)CC1	2%	5%	-2%	0.0%	-0.2%	5%	3.3	66	-2%	-0.3%
CC1=C(C(=O)Nc2cccnc2)C(c2ccccn2)n2nnnc2N1 (stereo unspecified)	-8%	-6%	29%	1.6%	0.0%	-4%	1.4	74	-43%	-0.2%
O=C(NCCOc1ccccc1-c1ccccc1)c1ccco1	-14%	3%	2%	-0.1%	0.1%	-3%	0.0	47	8%	-1.3%
CCN(CC)S(=O)(=O)c1ccc(S(=O)(=O)N2CCN(C(=O)c3ccco3)CC2)cc1	-1%	2%	-4%	0.9%	0.2%	-5%	0.1	82	1%	0.5%	Dengue-2 NS5 capping pilot replicate=1.2
N#CCCNC(=O)CCN1CCCCC1	-8%	2%	2%	1.8%	-0.1%	-2%	-0.4	58	2%	4.1%[50 µM]
O=C(NNC(=O)c1ccccc1[N+](=O)[O-])c1cnccn1	4%	-2%	3%	-0.1%	0.0%	-1%	-1.9	58	-6%	3.9%
CCOCCCNC(=O)CN1C(=O)C(CC)Oc2ccccc21 (stereo unspecified)	10%	-4%	18%	1.5%	0.2%	1%	1.8	43	12%	0.2%
O=C(OCn1nnc2ccccc2c1=O)c1ccc(O)cc1	2%	0%	-7%	-0.5%	0.3%	-1%	-1.9	132	4%	2.1%
C[C@]12CC[C@@H]3c4ccc(O)cc4CC[C@H]3[C@@H]1C[C@@H](O)[C@@H]2O	-9%	2%	-7%	-0.9%	0.7%	-6%	0.8	69	2%	2.1%
O=C(Nc1cccc(Cl)c1)NC1CC2CCC(C1)N2Cc1ccco1 (stereo unspecified)	9%	-8%	-7%	-1.2%	0.1%	-5%	0.1	49	11%	0.5%
COc1ccc(C(=O)OC(C)C(=O)NC(C)CCc2ccccc2)c(OC)c1 (stereo unspecified)	-20%	-4%	3%	-0.5%	.	2%	1.4	39	6%	0.3%

Looked up one by one from above, 2 records:
SMILES	GPR35 antagonists	SIAH1 antagonists	AID2073	HIV fusion peptide	GPR55 activation	Dengue-2 NS5 capping	NTR1 ag	NTR1 ag cell count 20 µM	GPR55 antagonists	K1F lysis inhibition	others
C[C@]12CC[C@@H]3c4ccc(O)cc4CC[C@H]3[C@@H]1C[C@@H](O)[C@@H]2O	-9%	2%	-7%	-0.9%	0.7%	-6%	0.8	69	2%	2.1%
c1ccc(Oc2cccc(OCCCCSc3ncccn3)c2)cc1	-10%	4%	7%	-3.2%	0.3%	3%	3.0	56	18%	1.0%
